# Bioassay records: PubChem BioAssay, National Center for Advancing Translational Sciences (NCATS)
# Sm TGR block – qHTS Assay for the Inhibitors of Schistosoma Mansoni Peroxiredoxins. purified TGR, DTNB reduction, TNB absorbance 405 nm. Potency, µM (titrated, usually from 114 µM), inactives show top-dose activity change, negative = inhibition, hits mostly inhibitors. 3% of 360,000 active; note: nearly all actives have a fitted effect of over 60% in size
#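 First, TGR (20 nM dispensed) and NADPH were mixed with compound. Second, a 15 min room-temperature incubation followed. Third, further NADPH and then DTNB were added to start the reaction. Finally, TNB absorbance was monitored kinetically.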
# HCV inhibitor – qHTS Assay for Inhibitors of Hepatitis C Virus (HCV). Potency, µM (highest dose often 41.8 µM), without a hit: at the top dose activity change, negative = inhibition, most hits filed as inhibitors. Huh7.5.1 HCVcc-Cre infection, luciferase reporter, 44 h. 3.4% of 340,000 active
#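 Luciferase read-out (15 sec integration) after a 15 min room-temperature substrate step quantifies HCVcc-Cre infection. Cells, 1,000 per well, had compound added 4 h post-plating, then virus at ~0.5 moi, and were cultured 44 h.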
# TbPYK inhibitor – qHTS of Trypanosoma Brucei Inhibitors. pyruvate kinase (Trypanosoma brucei), Q57TT1. TbPYK enzyme, Kinase-Glo Plus ATP luminescence, 45 min. Potency, µM (doses to about 76.8 µM), without a hit: top-dose activity, negative = inhibition, hits mostly inhibitors. 0.12% of 410,000 active. AID 624173, 2012; note: nearly all actives have a fitted effect of over 50% in size
#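 Assay buffer: 50 mM TEA pH 7.2, 100 mM KCl, 10 mM MgCl2, 0.05% BSA, 0.01% Tween-20. Pyruvate kinase from T. brucei plus substrate met compound, then ADP (130 uM final). Luminescence was read post 45 min RT.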
# Pf growth 48h – Primary qHTS for delayed death inhibitors of the malarial parasite plastid, 48 hour incubation; P. falciparum luciferase growth in erythrocytes, 48 h; Potency, µM (top dose mostly 28.7 µM), inactives show top-dose activity change, negative = inhibition, usual class: inhibitors; 5.9% of 310,000 active
#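 A one-generation exposure of luciferase-tagged malaria parasites in RPMI 1640/Albumax erythrocyte culture, 37 C and 5% CO2. Inhibition is inferred from decreased luminescence after adding detection reagent.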
# LmPK inh – qHTS Assay for Inhibitors of Leishmania Mexicana Pyruvate Kinase (LmPK) | 0.37% of 290,000 active | Q27686 | Potency, µM (titrated, usually from 57.5 µM), without a hit: top-dose activity change, negative = inhibition, actives largely listed as inhibitors | purified LmPK, Kinase-Glo ATP luminescence, 1 h
# Target sequence (Q27686 whole entry, looked up): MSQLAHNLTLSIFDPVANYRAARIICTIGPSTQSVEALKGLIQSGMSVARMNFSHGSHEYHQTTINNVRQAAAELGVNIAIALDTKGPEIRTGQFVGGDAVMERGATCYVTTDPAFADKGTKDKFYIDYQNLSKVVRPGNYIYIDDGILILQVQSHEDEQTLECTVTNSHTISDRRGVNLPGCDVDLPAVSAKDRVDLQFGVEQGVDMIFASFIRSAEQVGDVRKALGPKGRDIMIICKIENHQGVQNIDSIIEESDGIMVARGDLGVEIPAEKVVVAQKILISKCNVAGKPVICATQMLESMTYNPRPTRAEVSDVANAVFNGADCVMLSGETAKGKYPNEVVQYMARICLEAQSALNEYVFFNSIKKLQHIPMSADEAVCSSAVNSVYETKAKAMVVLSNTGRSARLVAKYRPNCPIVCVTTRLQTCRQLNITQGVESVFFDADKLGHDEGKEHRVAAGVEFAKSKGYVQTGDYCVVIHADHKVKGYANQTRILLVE
#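 qHTS format; LmPK 0.1 nM; substrates PEP 0.5 mM and ADP 0.1 mM. One-hour room-temperature incubation, then coupled luciferase luminescence; 0.5 nM enzyme wells mark activation.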
# Pf growth 96h – Primary qHTS for delayed death inhibitors of the malarial parasite plastid, 96 hour incubation. 6.9% of 320,000 active. AID 504834, 2011. Potency, µM (top dose mostly 28.7 µM), for the others: at the top dose activity change, negative = inhibition, usual class: inhibitors. P. falciparum luciferase reporter growth, 96 h
#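 96 h incubation, 37 C, 5% CO2, of luciferase-reporter P. falciparum-infected RBCs (2% hematocrit, 0.05% parasitemia final) with test compounds; endpoint luminescence.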
# Active calls of the source: *; ? = inconclusive; . = not tested or not shown; & = joins results of further samples; [ ] = remark or other dose. Calls come from the whole dose curve; as a rule, active = well fitted curve in the direction sought with a large enough effect; inconclusive = small, poorly fitted or top-dose-only effect, or another doubt; inactive = no such curve, though single readings can be large; an effect the other way counts as inactive or inconclusive. % is set by controls: 0 for no effect and ±100 for the full control effect; potency is the fitted concentration of half-maximal effect. Compounds were not picked by outcome; overall some 16% were active at least once.
SMILES,Sm TGR block,HCV inhibitor,TbPYK inhibitor,Pf growth 48h,LmPK inh,Pf growth 96h
O=C(c1cc2c(s1)-c1ccccc1OC2)N1CCCC1,-1%,-28%,-5%,.,-4%,65%[activator]
O=C(N/N=C/c1cccc(OC(=O)c2ccccc2Cl)c1)c1cccnc1,0%,-3%,-9%,-2%,-3%,58%[activator]
Cc1ccc(/C=N/NC(=O)Cn2cnc3c2c(=O)n(C)c(=O)n3C)s1,8%,7%,-2%,?,0%,?
Cc1nc(C)n(CC(C)C(=O)N2CCN(S(=O)(=O)c3ccc(Cl)cc3)CC2)n1 (stereo not given),103%[activator],-2%,5%,1%,2%,1%
O=C(C[n+]1ccccc1)N/N=C/c1ccc(Cl)cc1,-5%,6%,2%,?,.,7.4µM*
COc1cc(SC)ccc1C(=O)NCCCn1ccnc1,?,13%,1%,2%,-3%,-13%
CCN(CC)S(=O)(=O)c1cccc(C(=O)N[C@H](C(=O)OCC(=O)NC(=O)NC)C(C)C)c1,8%,-5%,4%,2%,1%,0%
CN(C)S(=O)(=O)c1cccc(-c2nnc(SCCNCCO)n2-c2ccc(F)cc2)c1,-18%,-22%,3%,-14%,-1%,-24%
COc1ccccc1CCNS(=O)(=O)c1cn(C)nc1C,-10%,18%,0%,-12%,2%,91%[activator]
CCOC(=O)c1cc(C)sc1NC(=S)Nc1ccccc1,?,1%,1%,20%,1%,.
CCCCOc1ccc(C(=S)N2CCC(C(N)=O)CC2)cc1,-4%,6%,-11%,258%[activator],-1%,302%[activator]
N#Cc1ccc(OCC(=O)NC(=O)NC2CCS(=O)(=O)C2)cc1 (stereo not given),-11%,19%,3%,-8%,.,2%
Clc1ccc(-[n+]2c(-c3cccc(Br)c3)[nH]c3nc4ccccc4nc32)cc1,2%,-2%,3%,?,0%,?
CCCc1[nH]nc2c1C1(CCOC1C)C(C#N)=C(N)O2 (stereo not given),14%,11%,3%,-5%,6%,.
COc1ccc(NS(=O)(=O)c2cccc(C(=O)NNC(=O)CNC(=O)c3ccccc3)c2)cc1,0%,.,-5%,?,-3%,20%
CCOc1ccc(-n2c(SCC(=O)Nc3ccc(OC)cc3)nc3c(c2=O)SCC3)cc1,-35%,-9%,4%,10%,6%,50%[activator]
O=C(CCC(=O)Nc1cccc([N+](=O)[O-])c1)NCc1ccccc1,2%,19%,-5%,23%,1%,25%
CC(=O)c1ccccc1OCC(O)CN1CCN(C(c2ccccc2)c2ccccc2)CC1 (stereo not given),-1%,10µM*,-5%,?,6%,?
Cc1onc(-c2ccccc2)c1C(=O)N1CCCN(C(=O)c2c(-c3ccccc3)noc2C)CC1,-2%,-2%&16%,-3%,?,2%,.
CCOC(=O)C1CCCN(c2c(N3CCOCC3)c(=O)c2=O)C1 (stereo not given),3%,13%,1%,.,9%,?
CCOc1ccccc1NC(=O)C1CCN(C(=O)c2cccs2)CC1,.,?,-1%,7%,-1%,17%
CCn1c(NC2CCCCC2)nc2ccccc21,6%,-3%,-6%,-26%,-7%,28%
C=CCNS(=O)(=O)CC12CCC(CC1=O)C2(C)C (stereo not given),-9%,11%,-3%,.,11%,?
O=C(NCc1cccs1)C(=O)NCC(c1ccco1)N1CCN(c2ccccc2)CC1 (stereo not given),21%,-20%,7%,-25%,9%[11.5 µM],22%
O=S(=O)(c1ccc2c(c1)OCCO2)N1CCC(n2nnc3cc(F)ccc32)CC1,3%,?,1%,?,2%,.
# Carrying on:
SMILES,Sm TGR block,HCV inhibitor,TbPYK inhibitor,Pf growth 48h,LmPK inh,Pf growth 96h
Brc1ccc(-c2n(-c3ccccn3)c3ccccc3[n+]2-c2ccccn2)cc1,6%,-5%,-1%,89%[activator],6%,?
Cc1nnc(SCc2ccc(Cl)c(Cl)c2)s1,-6%,0%,-10%,32%[activator],9%,-86%
CC1CC(C)CN(CCCNC(=O)CC2Oc3ccccc3NC2=O)C1 (stereo not given),-3%,27%,4%,.,0%,-32%
Cc1cc(C)n(-c2ccc3nncn3n2)n1,4%,5%,0%,27%,2%,?
Cc1cc(Cl)ccc1N=C1N=C(N)c2ccccc21,0%,-26%,2%,0%,-1%,-21%
CC(C)CC1(C)N=C(c2ccccc2)C(=S)N1 (stereo not given),9%,18%,-6%,?,-3%,3%
COc1ccc(N2CCN(S(=O)(=O)c3cn(C)cn3)CC2)cc1,-5%,0%,-5%,25%,-3%,3%
COc1cc(/C=C/C(=O)Nc2nc3ccc(S(=O)(=O)NC(C)C)cc3s2)cc(OC)c1OC,-2%,-1%,-5%,17%,2%,?
Cn1c(C2=C(O)CN(c3ccccc3)C2=N)nc2ccccc21,1%,14%,2%,2%,1%,1%
O=C1NC2(CCc3ccccc32)C(=O)N1CCOc1ccc(Cl)cc1 (stereo not given),1%,-10%,6%,6%,2%,.
c1coc(-c2nnc(NC3=NCCC3)o2)c1,-1%,-15%,1%,85%[activator],-16%,?
Cc1cc(-c2csc(NC(=O)c3ccccc3C(F)(F)F)n2)c(C)n1Cc1ccccc1,-2%,?,-14%,-21%,0%,?
CN(C(=O)c1cc2c(s1)-c1ccccc1S(=O)(=O)C2)c1ccccc1,1%,-6%,3%,9.3µM*,5%,?
CN(C)CCCN(C(=O)c1ccc(C(=O)c2ccccc2)cc1)c1nc2ccc(F)cc2s1,-4%,-8%,-2%,?,-1%,92%[activator]
CCOC(=O)c1oc2ccccc2c1COC(=O)CNC(=O)c1cc(OC)c(OC)c(OC)c1,-5%,-7%,0%,-20%,.,5%
CC(=O)c1ccc(NC(=O)N2CCCC(C(=O)c3ccc4c(c3)OCO4)C2)cc1 (stereo not given),-17%,?,-7%,38%[activator],-6%,?
CC(=O)Nc1cccc(-c2nnc(-c3ccccc3)o2)c1,2%,6%,4%,28%,-6%,.
N#C/C=C/N1CCN(Cc2ccc3c(c2)OCO3)CC1,-21%,?,0%,12%,0%,23%
Cc1ccccc1C(=O)NNC(=O)Nc1ccccc1,1%,.,.,6%,-1%,10%
O=C(NC1CCCc2c1cnn2-c1ccc(F)cc1F)c1ccccn1 (stereo not given),16%[57.1 µM],-18%,4%,-7%,-1%,1%
O=C(COC(=O)CNS(=O)(=O)c1ccccc1)NC12CC3CC(CC(C3)C1)C2,8%,22%,0%,14%,1%,15%
Cc1ccc(C(=O)NCc2nnc(SCC(=O)NC(C)c3ccccc3)n2C)cc1 (stereo not given),-14%,7%,-2%,8%,1%,-1%
COc1ccc(-c2noc(C(=O)NCc3ccccc3Cl)n2)cc1OC,10%,-21%,-6%,-1%,1%,-7%
COc1ccc(C(=O)OCc2c(F)cccc2Cl)cc1S(=O)(=O)N1CCOCC1,6%,?,0%,?,.,?
COc1ccc2cc(C(=O)N3CCc4ccccc43)[nH]c2c1,8%,3%,-14%,159%[activator],0%,278%[activator]
# Further records
SMILES,Sm TGR block,HCV inhibitor,TbPYK inhibitor,Pf growth 48h,LmPK inh,Pf growth 96h
COc1ccc(C(=O)O)cc1S(=O)(=O)Nc1cccc(C(F)(F)F)c1,4%,4%,4%,35%[activator],0%,6%
O=C(Oc1cccc2cccnc12)c1ccccc1,.,.,-8%,?,.,-7%
O=C(NNC(=O)c1ccc(NC(=O)C2CC2)cc1)c1ccc(F)cc1,8%,8%,-1%,20%,-9%,-5%
Cc1oc2c(c1C(=O)NCc1cccnc1)C(=O)c1ccccc1C2=O,-20%,1.6µM*,-7%,?,-2%,0.15µM*
O=C(Nc1ncc2c(n1)-c1ccccc1OC2)c1ccc(Cl)cc1Cl,-26%,-4%,0%,4%,5%,16%
O=C(NCc1cccnc1)C1CCN(S(=O)(=O)N2CCOCC2)CC1,5%,23%,0%,?,1%,473%[activator]
COc1cccc(CN(C)C(=O)c2ccc(Oc3ccccc3)cc2)c1OC,0%,?,10%,-16%,-9%,7%
O=S(=O)(NCC(c1cccnc1)N1CCN(Cc2ccccc2)CC1)c1ccc(Cl)cc1 (stereo not given),7%,2%,-3%,?,-1%,?
C=CCn1c(C(C)(C)C)nc2ccccc21,10%,2%,1%,1%,5%,-27%
O=[N+]([O-])c1ccccc1S(=O)(=O)Nc1cccc(-c2ccc(N3CCOCC3)nn2)c1,0%,20%,0%,?,.,?
C=CCc1c(C)nn(CC(=O)O)c1-c1ccccc1,0%,-22%,3%,6%,0%,3%
OCC(O)C1OC(Nc2ccc(Cl)cc2)C(O)C1O (stereo not given),-2%,11%,2%,4%,-7%,4%
CCCCN1C(=O)Cc2c1nc(N)c1c(N)nc(N(CCC)CCC)c(C#N)c21,1%,4µM*,-9%,4.7µM*,-2%,4.1µM*
O=C(Cc1ccccn1)c1ccccc1,?,-16%,0%,?,.,?
CCOc1ccc(Cl)cc1S(=O)(=O)N1CCC(C(=O)NCc2ccco2)CC1,-4%,19%,3%,?,0%,14%
Cc1ccccc1NC(=S)N(Cc1ccccn1)Cc1ccccc1Cl,6%,-22%,1%,?,9%,?
CCc1ccccc1NC(=O)CSc1nnc(Cn2nnc3ccccc32)n1C,-11%,3%,0%,-24%,-4%,-12%
CCOc1cccc(C(=O)Nc2cc(-c3nn4c(C)nnc4s3)ccc2C)c1,0%,-10%,-5%,13%,-5%,-81%
COc1ccc2c(Cl)c(C(=O)NCc3ccco3)sc2c1,-23%,-10%,3%,.,-1%,-92%
CC(C)Cn1nc(C(=O)NCc2ccccc2CN2CCCC2)c2ccccc2c1=O,28µM*,?,-5%,?,.,?
COc1cccc(NC(=O)CN(C)C(=O)CC(NC(=O)c2ccccc2Cl)c2ccccc2)c1 (stereo not given),-14%,5%,-13%,?,.,?
O=C(COc1ccc(F)cc1Cl)Nc1nc(-c2ccccn2)cs1,-6%,?,.,?,.,13µM*
Cc1ccc(-n2ccc(=O)c(C(=O)Nc3ccc(S(=O)(=O)Nc4onc(C)c4C)cc3)n2)cc1,-11%,15%,1%,-14%,-3%,-19%
CC(=O)c1sc(NC(=O)c2c(F)cccc2F)nc1C,3%,6%,0%,51%[activator],-2%,.

# Pulled by structure from above, 7 records:
SMILES,Sm TGR block,HCV inhibitor,TbPYK inhibitor,Pf growth 48h,LmPK inh,Pf growth 96h
C=CCc1c(C)nn(CC(=O)O)c1-c1ccccc1,0%,-22%,3%,6%,0%,3%
CCc1ccccc1NC(=O)CSc1nnc(Cn2nnc3ccccc32)n1C,-11%,3%,0%,-24%,-4%,-12%
O=C(Oc1cccc2cccnc12)c1ccccc1,.,.,-8%,?,.,-7%
OCC(O)C1OC(Nc2ccc(Cl)cc2)C(O)C1O (stereo not given),-2%,11%,2%,4%,-7%,4%
Cc1ccccc1NC(=S)N(Cc1ccccn1)Cc1ccccc1Cl,6%,-22%,1%,?,9%,?
O=C(Nc1ncc2c(n1)-c1ccccc1OC2)c1ccc(Cl)cc1Cl,-26%,-4%,0%,4%,5%,16%
COc1ccc(C(=O)O)cc1S(=O)(=O)Nc1cccc(C(F)(F)F)c1,4%,4%,4%,35%[activator],0%,6%
